HCMV antiviral: blocks human cytomegalovirus replication; AID 1259415; 410,000 tested, 4.5% active; HFF cells, HCMV-luciferase reporter, 72 h; stronger effect = lower value; activity change, negative = inhibition, % at 57.5 µM; in the data active means activity change below about -60%; inconclusive means no clear call, values can overlap the other calls; inactive means above about -39%
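After 16 h attachment at 37C, HFF cells received test compound and HCMV-luciferase (1 PFU/cell); reporter luminescence read 72 h later, data normalized against buffer-only and known inhibitor Salinomycin.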
The depositor's hits bear a star; ? = inconclusive. On the % scale 0 is the no-effect control and ±100 the full control effect.

smiles | HCMV antiviral
Nc1ncnn1Cc1ccccc1 | 7
O=C(C1CCC1)N1C[C@H]2[C@@H](c3ccccc31)[C@@H](CO)N2C(=O)c1ccccc1F | 28
COC(=O)[C@@]1(Cc2ccc(OC)cc2)[C@H]2c3cc(C(=O)N4CCCC4)n(Cc4ccccc4)c3C[C@H]2CN1C(=O)c1ccccc1 | -23
O=C(CSc1nnc2ccc(-c3ccccn3)nn12)Nc1cccc(F)c1 | -27
O=C(OCc1ccccc1)N1CCC2CC1c1cc(N3CCN(S(=O)(=O)c4cc(Cl)cc(Cl)c4)CC3)ccc12 (stereo not drawn) | 43
COCCNC(=S)N(C)[C@H]1C[C@H]2c3[nH]c4c(-c5ccc6c(c5)OCO6)cccc4c3CCN2C(=O)[C@H]1[C@H](C)O | -13
COc1cc(/C=C/CNC[C@H]2O[C@@H](n3cc(C)c(=O)[nH]c3=O)C[C@@H]2O)ccc1O | 7
CC1Cc2[nH]c(=S)[nH]c(=O)c2C(c2ccc(C(C)C)cc2)O1 (stereo not drawn) | 41
CCCN(C(=O)C1CCCN(c2ncnc3c2nc2n3CCCCC2)C1)c1ccccc1C (stereo not drawn) | 6
O=[N+]([O-])c1ccc2c(c1)CO[C@]21O[C@H](CCO)C[C@H](O)[C@H]1O | -18
CCC[C@H]1[C@H](NCc2ccccc2)CC[C@@]23CCCN2C(=O)CCC[C@@H]13 | -7
O=C(O)c1ccccc1C(=O)Nc1ccc(Nc2ccccc2)cc1 | -5
Cc1ccc(NC(=O)Nc2nnc([C@@H]3C[C@H](O)[C@@H](CO)O3)s2)cc1 | -12
CC1(C(=O)NS(=O)(=O)c2cccc(OC(F)F)c2)CCN1C(=O)C/C=C/c1ccccc1 (stereo not drawn) | 3
O=C1NC(Cc2ccccc2)c2nc3ccc(F)cc3c(=O)n2-c2cc3ccccc3cc21 (stereo not drawn) | -28
CN(C)CCN(Cc1ccccc1)C(=O)c1[nH]c(C(F)(F)F)nc1-c1ccccc1 | -2
O=C(NC1CCCCCC1)c1[nH]c(C(F)(F)F)nc1-c1ccccc1 | -19
CC(C)[C@@H]1CC2=C(C(=O)OC(C)(C)O2)[C@H](CCc2ccccc2)O1 | -12
COC(=O)[C@@]12C[C@@H](CC(=O)N3CCSCC3)C(=O)N(Cc3ccco3)C1=CCC(C)(C)C2 | -35
C(=C\c1ccccc1)/CN1CCN(C(c2cc3ccccc3o2)c2nnnn2-c2ccc3c(c2)OCCO3)CC1 (stereo not drawn) | 16

The final 5 compounds of the part before come first, to join the parts:
smiles | HCMV antiviral
CN(C)CCN(Cc1ccccc1)C(=O)c1[nH]c(C(F)(F)F)nc1-c1ccccc1 | -2
O=C(NC1CCCCCC1)c1[nH]c(C(F)(F)F)nc1-c1ccccc1 | -19
CC(C)[C@@H]1CC2=C(C(=O)OC(C)(C)O2)[C@H](CCc2ccccc2)O1 | -12
COC(=O)[C@@]12C[C@@H](CC(=O)N3CCSCC3)C(=O)N(Cc3ccco3)C1=CCC(C)(C)C2 | -35
C(=C\c1ccccc1)/CN1CCN(C(c2cc3ccccc3o2)c2nnnn2-c2ccc3c(c2)OCCO3)CC1 (stereo not drawn) | 16
CN(C)c1ncnc2c1ncn2[C@H]1CN(Cc2ccc(-c3ccccc3)cc2)C[C@@H](CO)O1 | -14
Cc1cccc(COC[C@H](Cc2ccccc2)N2CCN(C(=O)c3ccc(Cl)c(Cl)c3)CCC2=O)c1 | -9
CC(=O)NC[C@H]1O[C@@H](n2ccc(N)nc2=O)[C@H](O)[C@@H]1O | 12
CCC[C@H]1[C@@H](NS(=O)(=O)c2ccc(C(F)(F)F)cc2)CC[C@@]23CCCN2C(=O)CCC[C@@H]13 | -13
COc1ccc([C@H]2N[C@]3(CCCN(CC4CCCCC4)C3=O)[C@H]3C(=O)N(Cc4ccccc4)C(=O)[C@@H]23)cc1 | 4
CC(C)CNC(=O)c1csc(C(O)C(C)C)n1 (stereo not drawn) | -3
CN(c1ccc2c(-c3ccccn3)noc2n1)c1ccc(F)cc1F | 120
COc1cccc(CN2CC(C(=O)NCCc3cn4cccnc4n3)CCC2=O)c1 (stereo not drawn) | -19
O=C(C[C@H]1CC[C@H]2[C@@H](COC[C@H](O)CN2Cc2ccccc2)O1)NCCCN1CCOCC1 | -3
Clc1cccc(CNc2ccn3nc(-c4ccco4)cc3n2)c1 | 14
CCCCNc1nc2c(c(=O)[nH]c(=O)n2C)n1CCCc1ccccc1 | 3
COc1ccc(-n2nnnc2C(c2ccccc2OC(F)(F)F)N2CCC3(CC2)C(=O)NCN3c2ccccc2)cc1 (stereo not drawn) | -16
COC(=O)c1sc(N2C(=O)C(O)=C(C(=O)c3ccc(C)o3)C2c2cc(OC)ccc2OC)nc1C (stereo not drawn) | -2
O=C(OCc1cn([C@H]2CN(C(=O)C3CCCCC3)[C@@H](c3ccc(Cl)cc3)C[C@@H]2O)nn1)c1ccccc1 | 35
CCOC(=O)[C@]12CCC=C1N(Cc1ccc(Cl)cc1Cl)C(=O)[C@H](CC(=O)N1CCCC1)C2 | -8
CN1OC[C@@H]2CN(Cc3ccc(Cl)cc3)[C@H](c3ccc(N4CCCCC4)cc3)C[C@@H]21 | -12
Cc1cc(F)ccc1-c1cc(C(=O)NC(C)C)[nH]n1 | 32
Cc1cnc(CNC(=O)c2csc([C@@H]3O[C@H](CO)[C@H](O)[C@H](O)[C@H]3O)n2)cn1 | -3
CN1C[C@]2(CCN3CCCC(C)(C)[C@@H]32)c2ccccc21 | 18
C[C@@H]1CN([C@@H](C)CO)S(=O)(=O)c2ccc(Br)cc2O[C@H]1CN(C)Cc1ccccc1F | -6
Cc1cc(N2CCN(C(C(=O)NC3CCCC3)C(C)C)CC2)c2ccccc2n1 (stereo not drawn) | 1
CCCCn1nnnc1C(c1ccccc1)N1CCN(c2ccccn2)CC1 (stereo not drawn) | -10
COc1cc(Cl)ccc1OC1(C)CCN(Cc2ccc3ccccc3c2)C1 (stereo not drawn) | -25
CC(=O)C1=CCC(c2ccccc2)N(S(=O)(=O)c2cccc(C)c2)C1 (stereo not drawn) | -21
CCOC(=O)c1cc(C)nnc1C(=O)OCC | 14
O=C(NCCc1ccccc1)c1c[nH]c2ccccc2c1=O | -4
C[C@@H]1CN([C@@H](C)CO)C(=O)CCCn2nncc2CO[C@@H]1CN(C)S(=O)(=O)c1cccs1 | 17
CCOC(=O)c1c(Nc2ccc(OC)cc2)n[nH]c1C | 97
Cn1c(=O)c2cc(NC(=O)CCc3cccc(Cl)c3)ccc2n1Cc1cccc(C(F)(F)F)c1 | -32
COc1cccc(F)c1-c1nc2ccccc2n1C(C(=O)Nc1c(C)cccc1C)c1ccccc1 (stereo not drawn) | -33
COc1ccc(CN2CCNC(=O)C2CC(=O)N(C)C2CCOCC2)cc1OC (stereo not drawn) | 30
COc1ccc(/C=C(/NC(=O)c2ccc(Br)o2)C(=O)Nc2cccc(C(=O)O)c2)cc1 | ?
COC(=O)C[C@@H]1CC[C@@H](NS(=O)(=O)c2ccc(F)cc2)[C@@H](CO)O1 | 1
COc1ccc2c3c(n(C)c2c1)[C@@H](CO)N(C(=O)c1cnccn1)CC31CN(C(C)=O)C1 | 2
Cc1ccc(Cc2c(-c3ccc(C#N)cc3)nc3ccc(Cl)cn23)cc1 | 15
CC1(c2nnnn2Cc2ccccc2)CCC(=O)N1CCc1c[nH]c2ccccc12 (stereo not drawn) | 11
CN(CC(=O)Nc1cc(Cl)ccc1-n1cncn1)Cc1ccccc1N1CCOCC1 | -5
CC(=O)N(CC#CCN(C(C)=O)c1ccccc1)c1ccccc1 | -5
CC(=O)Nc1cccc(-c2cc(NC=O)c3ncc(-c4ccc(F)c(Cl)c4)n3c2)c1 | 33
CCN(CC)S(=O)(=O)c1ccc(C(=O)NC(=S)N2CCCCC2C)cc1 (stereo not drawn) | 11
C[C@H](CO)N1C[C@H](C)[C@@H](CN(C)C(=O)Nc2cccc(C(F)(F)F)c2)OCc2cn(nn2)CCCC1=O | -8
O=C(CCN1C(=O)NC2(CCCC2)C1=O)Nc1ccc(Sc2ccc(Br)cc2)cc1 | -7
Cc1ccc(NC(=O)COC(=O)CN2CCSC2=O)cc1Cl | 26
CCc1ccc(C(O)c2ncc(-c3cccc(C)c3)[nH]2)cc1 (stereo not drawn) | -17
CCOC(=O)N1CCN(C(=O)C[C@@H]2C[C@@]3(C(=O)OC)CCCCC=C3N(CCC3=CCCCC3)C2=O)CC1 | 27
Cc1ccc(-c2nc3c(Cl)cc(C(F)(F)F)cn3c2Cc2cccc(Cl)c2)cc1 | 7
CCCNC(=O)C1(C)CCCN(Cc2cc(-c3ccccc3)nn2C)C1 (stereo not drawn) | 23
CCC(C(=O)NC(C)(C)C)n1c(-c2cccc(NC(C)=O)c2)nc2ccccc21 (stereo not drawn) | 36
O=C(NCc1cccc(C(F)(F)F)c1)O[C@H]1CC[C@@]23CCCN2C(=O)CCC[C@H]3[C@H]1Cc1ccccc1 | -17
C[C@@H]1CN([C@@H](C)CO)C(=O)CCCn2cc(nn2)CO[C@H]1CN(C)S(=O)(=O)c1ccc2ccccc2c1 | -18
COc1ccccc1NC(=O)N(C)C[C@H]1OCc2cnnn2CCCC(=O)N([C@@H](C)CO)C[C@H]1C | -4
CN(C)c1ccc(C(=O)N[C@H]2CC[C@@]34CCCN3C(=O)CCC[C@H]4[C@H]2Cc2ccccc2)cc1 | -32
CCOC(=O)C1CCCN(C(=O)/C=C/c2ccccc2)CC1 (stereo not drawn) | -26
CCOC(=O)C1(C)CCCN(C(=O)c2snnc2C)C1 (stereo not drawn) | 12
Cc1cc(C(=O)N2CCCC2(C)C(=O)O)c(C)o1 (stereo not drawn) | -3
COc1ccc(N2CCC[C@@H]2/C=C/C(=O)OC(C)(C)C)cc1 | 24
CCOC(=O)C1=CCN(S(=O)(=O)c2ccccc2Br)C1c1cccc(C)c1 (stereo not drawn) | -29
CN1C(=O)C2CC(O)C(SC3CC4C(=O)N(C)C(=O)C4CC3O)CC2C1=O (stereo not drawn) | -1
CN(C)CCNC(=O)c1[nH]c(C(F)(F)F)nc1-c1ccccc1 | -16
CCCCc1ccc(S(=O)(=O)NC(=O)C2(C)CCN2C(=O)c2c(C)noc2C)cc1 (stereo not drawn) | 13

Further structures:
smiles | HCMV antiviral
Cc1c(C(=O)NCc2ccccc2C(F)(F)F)sc(=O)n1Cc1ccc(Cl)c(Cl)c1 | -31
Cc1ccc(Cc2c(-c3cccc(Br)c3)nc3c(C)cc(Br)cn23)cc1 | 37
COc1ccc(CN2CCC2(C)C(=O)NCc2ccc3c(c2)OCO3)c2ccccc12 (stereo not drawn) | 1
Cc1ccccc1S(=O)(=O)NC(=O)C1(C)CCN1C(=O)c1cccc(F)c1 (stereo not drawn) | -27
Cc1cc(C)nc(Nc2nc(C(N)Cc3ccc(C(F)(F)F)cc3)cs2)n1 (stereo not drawn) | -16
COC(=O)c1ccc(CNC(=O)c2ccccc2C(=O)NCC2(CBr)OCCO2)cc1 | 38
COc1ccc(C(=O)C(=O)N2CCN(c3ccc(C)cc3)CC2)cc1OC | -2
CCOC(=O)[C@]12CCCC=C1N(Cc1ccco1)C(=O)[C@H](CC(=O)NCc1ccccc1)C2 | -11
CCc1cc2c(nc1CC)CCCN2C | -37
COc1ccccc1Cc1c(-c2ccc(OC)c(OC)c2)nc2c(Cl)cc(C(F)(F)F)cn12 | 11
COC(=O)c1ccc2nc(-c3ccccc3)c(Cc3cccc(F)c3)n2c1 | 29
Cc1cccc(C)c1NC(=O)C(c1ccc(C(F)(F)F)cc1)n1c(=O)c(-c2ccco2)nc2ccccc21 (stereo not drawn) | -16
C[C@H](CO)N1C[C@H](C)[C@H](CN(C)Cc2cccc(C(F)(F)F)c2)OCc2ccccc2-c2c(n(C)c3ccccc23)C1=O | -12
CCN(CC)C(=O)C1=C(C)N(Cc2ccc(F)cc2)C(=O)C(CC(=O)NCC2CCCCC2)C1 (stereo not drawn) | 7
CC1(C(=O)NS(=O)(=O)c2cccc(F)c2)CCN1C(=O)c1ccccc1CCc1ccccc1 (stereo not drawn) | -13
COC(=O)[C@@]12C[C@@H](CC(=O)NCCCN3CCCC3=O)C(=O)N(Cc3ccccc3)C1=CCC(C)(C)C2 | 14
COCCN1C[C@@H](CO)O[C@@H](n2cnc3c(NCc4ccc(F)cc4)ncnc32)C1 | 26
Cc1cc(Br)cn2c(Cc3ccccc3)c(-c3ccco3)nc12 | 31
COc1ccc(-c2c(C(=O)c3ccccc3)[nH]c(N)c2C(=O)NC2CC2)cc1OC | 19
CCCC[C@@H]1Cc2[nH][nH]c(=O)c2[C@H](c2cccc3ccccc23)O1 | -33
C[C@@H]1CN([C@@H](C)CO)C(=O)CCCn2cc(nn2)CO[C@H]1CN(C)C(=O)Nc1ccc(F)cc1 | -8
COc1ccc(-n2nnnc2C(c2ccccc2)N2CCN(C/C=C/c3ccccc3)CC2)cc1 (stereo not drawn) | -39
N#CC1c2ccccc2-n2nncc2CN1C(=O)c1ccccc1F (stereo not drawn) | -5
CCOC(=O)C(C(=O)c1ccccc1)C(c1ccccc1)c1nccc2ccccc12 (stereo not drawn) | 19

Four entries from above in a different format:
> C[C@@H]1CN([C@@H](C)CO)C(=O)CCCn2cc(nn2)CO[C@H]1CN(C)C(=O)Nc1ccc(F)cc1
  HCMV antiviral = -8

> COc1ccc(-n2nnnc2C(c2ccccc2)N2CCN(C/C=C/c3ccccc3)CC2)cc1 (stereo not drawn)
  HCMV antiviral = -39

> N#CC1c2ccccc2-n2nncc2CN1C(=O)c1ccccc1F (stereo not drawn)
  HCMV antiviral = -5

> CCOC(=O)C(C(=O)c1ccccc1)C(c1ccccc1)c1nccc2ccccc12 (stereo not drawn)
  HCMV antiviral = 19

Screens as filed in PubChem.

Only part of the results is shown; count on the stated rates, not on these rows.
